Source: PubChem
KDM5B inh = KDM5B demethylase inhibition; Q9UGL1; actives 2.6% (n = 220,000); KDM5B demethylase, FDH-coupled NADH fluorescence (FDH is formaldehyde dehydrogenase); AID 1347165; Potency, µM (top dose mostly 57.7 µM), inactives show top-dose activity change, negative = inhibition, hits mostly inhibitors; active means well fitted inhibition curve with a large enough effect; inconclusive means small, poorly fitted or top-dose-only effect; inactive means no such curve, though single readings can be large or run the other way; further: 0% is about no effect; nearly all actives have a fitted effect of over 70% in size
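Compound dilutions met 200 nM (final) KDM5BΔAP for 10 min at room temperature before substrate addition. The substrate mix held 12.5 µM H3K4me3 with cofactors 25 µM α-ketoglutarate and 50 µM Fe²⁺. NADH signal gain over 30 min defined activity.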
The depositor's hits bear a star; ? = inconclusive; [ ] = another dose, or the depositor's remark. Potency means the concentration at half of the fitted maximal effect. Some of the compounds tested; count on the stated rates, not on these rows.

structure	KDM5B inh
O=C(NCc1ccc(F)cc1)[C@H]1CN2CCC1C[C@@H]2Cn1cc(-c2ccccn2)nn1 (stereo partly drawn)	-11.6%[86.2 µM]
c1ccc(-n2nnnc2C2(NC3CCCCC3)CCCCC2)cc1	29.2%
O[C@H]1COCCN(C2CCOCC2)C1	?
CN(Cc1cccs1)C(=O)CCl	16.5%
Cc1c(-c2ccc(Cl)cc2)c(=O)oc2ccc(OC(=O)N(C)C)cc12	?
Cc1cccc(OCC(=O)N2[C@H]3CC[C@@H]2c2cnc(-c4ccc(F)cc4)nc2C3)c1	0.7%
Cc1ccc(-n2c(O)c(C=NCc3ccccn3)c(=O)[nH]c2=S)cc1	-15.7%
CCOc1cc(CNCCc2c[nH]c3ccccc23)ccc1OC	-26.2%
CN(C)[C@@H]1CN(C(=O)Cc2ccccc2F)C[C@H]1CO	29.2%
O=C(C1CCC1)N1[C@H]2CC[C@@H]1c1cnc(-c3ccccc3)nc1C2	10.9%
Cc1cc(C=C2C(=O)N(C)C(=S)N(C)C2=O)c(C)n1-c1ccncc1	?
CCCOC(=O)C1=C(C)N[C@]2(C)C[C@H]1c1ccccc1O2	-3.3%
CN1CCC2(CC1)CNCc1ccccc1O2	-29.2%
C=C[C@H]1CN2CC[C@H]1C[C@@H]2CNC(=O)C(N)=O	14.5%[115 µM]
Cc1cc(C(=O)CCl)c(C)[nH]1	?
c1ccc(CN2C[C@H](c3ccc4c(c3)OCO4)[C@@H]3[C@H]2C2CCN3CC2)nc1	?
O=[S+]1([O-])NC2(CCN(Cc3ccccn3)C2)CNc2ccccc21 (stereo not drawn)	?
O=C(Nc1ccc2n(c1=O)C[C@H]1C[C@@H]2CN(Cc2ccc(F)cc2)C1)c1cccs1	31.6µM*
C=C[C@H]1CN2CC[C@H]1C[C@@H]2CNS(=O)(=O)c1ccc(NC(C)=O)cc1	-29.1%[86.2 µM]
N#CC(C#N)=NNc1ccc(S(N)(=O)=O)cc1	-16.8%
O=C(Cc1c[nH]c2ccccc12)N1CCN(C(c2ccccc2)c2ccccc2)CC1	-12.4%
CCN(CCO)c1ccc(N=Cc2c(O)n(C)c(=S)[nH]c2=O)cc1	2.6%
O=Cc1c(C(=O)O)n(Cc2ccc(F)cc2Cl)c2ccccc12	27.4%
COc1cccc(CCNCc2ccc(OC)c3ccccc23)c1	?
COc1ccccc1-n1cc(C2=CCN(CCOCCO)CC2)cn1	?

Among those listed so far, these contain four or more nitrogen atoms.
structure	KDM5B inh
O=C(NCc1ccc(F)cc1)[C@H]1CN2CCC1C[C@@H]2Cn1cc(-c2ccccn2)nn1 (stereo partly drawn)	-11.6%[86.2 µM]
c1ccc(-n2nnnc2C2(NC3CCCCC3)CCCCC2)cc1	29.2%
Cc1ccc(-n2c(O)c(C=NCc3ccccn3)c(=O)[nH]c2=S)cc1	-15.7%
Cc1cc(C=C2C(=O)N(C)C(=S)N(C)C2=O)c(C)n1-c1ccncc1	?
O=[S+]1([O-])NC2(CCN(Cc3ccccn3)C2)CNc2ccccc21 (stereo not drawn)	?
N#CC(C#N)=NNc1ccc(S(N)(=O)=O)cc1	-16.8%
CCN(CCO)c1ccc(N=Cc2c(O)n(C)c(=S)[nH]c2=O)cc1	2.6%

(more compounds)
structure	KDM5B inh
CN(C)CCN(C)C[C@H]1CN2CC[C@H]1C[C@@H]2CNC(=O)Nc1ccsc1	25.3%[86.2 µM]
CC(C)(C)NC(=O)NC(O)C(Cl)(Cl)Cl (stereo not drawn)	29.8%
Cn1cc(C=C2C(=O)NC(=O)NC2=O)c2ccccc21	8.9%
O=c1cccc2n1C[C@H]1C[C@@H]2CN(C[C@H]2CN3CC[C@H]2C[C@@H]3CNS(=O)(=O)c2ccccc2)C1	-1.8%
C=CCN(C)C[C@H]1CN2CC[C@H]1C[C@@H]2CNC(=O)c1ccc(N(C)C)cc1	-18.4%[86.2 µM]
O=c1[nH]c(=S)n(Cc2ccc(F)cc2)c(O)c1C=NCc1ccc2c(c1)OCO2	9.2%
COc1ccccc1-n1c(-c2ccccc2F)nc2ccccc2c1=O	-4.8%
COc1ccccc1OCC(=O)N1CCN(Cc2nc(N)c3ccccc3n2)CC1	-3.5%
COc1ccccc1N1CCN(C(=O)[C@H]2CN3CCC2C[C@@H]3Cn2cc(CO)nn2)CC1 (stereo partly drawn)	14.1%
CN(C)C(=O)[C@H]1CN2CCC1C[C@@H]2Cn1cc(C2(O)CCCCC2)nn1 (stereo partly drawn)	9.7%[86.2 µM]
Cc1nc(-c2ccccc2)cc([C@H]2CN3CC[C@H]2C[C@@H]3CN(Cc2ccco2)Cc2ccco2)n1	-1.4%
CNC(C)c1cccnc1 (stereo not drawn)	?
CN(Cc1ccccc1)C[C@H]1CN2CC[C@H]1C[C@@H]2CNC(=O)Nc1cccc(C#N)c1	10.7%[86.2 µM]
COc1ccc2c(c1)C1(CCN(S(=O)(=O)c3cccc(F)c3)C1)C(=O)N2 (stereo not drawn)	12.3%
O=C1NCc2ccccc2CC12CCCN2Cc1ccnc(Cl)c1 (stereo not drawn)	?
CCCCC1CN2CCCC2CN1 (stereo not drawn)	-16.6%[230 µM]
COc1cc2c(cc1OCc1ccccc1)N([S+](=O)([O-])c1cccc(C)c1)CC21CCN(C)CC1	?
O=C(Nc1ccc2n(c1=O)C[C@H]1C[C@@H]2CN(C(=O)c2ccccn2)C1)c1ccccc1	-10.7%[86.2 µM]
CCNC(=O)NC[C@H]1C[C@@H]2CCN1C[C@@H]2c1cc(-c2ccc(OC)c(OC)c2)nn1C	-5.3%[86.2 µM]
O=C1N(C2CCCCC2)C[C@H]2CN(Cc3ccncc3)CCN12	?
Cc1ccccc1-c1ccc2n(c1=O)C[C@H]1C[C@@H]2CN(Cc2cccs2)C1	31.6µM*
CN(C)Cc1ccccc1-c1ccc2n(c1=O)C[C@H]1C[C@@H]2CN(C(=O)c2ccco2)C1	31.6µM*
Cc1ncc2c(n1)C[C@@H]1CC[C@H]2N1C(=O)c1nn(C)c2ccccc12	-19.9%
COc1cccc([C@@H]2CCN(Cc3cc4ccccc4n(C)c3=O)C[C@H]2O)c1	?
CN1CCN(C(=O)Cc2c[nH]c3ncc(-c4ccnn4C)cc23)CC1	?

Other records follow.
structure	KDM5B inh
c1cnc2c(c1)ccc1ncccc12	0.5%
O=[S+]1([O-])NCC2(CCN(Cc3cccnc3)C2)Nc2ccccc21 (stereo not drawn)	-0.5%
COCc1cn(C[C@H]2CC3CCN2C[C@@H]3C(=O)N2CCN(c3ccccc3OC)CC2)nn1 (stereo partly drawn)	-30.2%
O=S(=O)(NC[C@H]1C[C@@H]2CCN1C[C@@H]2CN1CCc2ccccc2C1)c1ccc(Cl)cc1	-17.2%
O=C(c1cn(Cc2ccccc2F)c2ccccc12)C1CCCCC1	5.5%
O=c1[nH]c(=O)n(CCc2ccccc2)c(O)c1C=NC1CC1	7.8%
COc1ccc(C(=O)N2CCC3(CC2)c2nccn2-c2ccccc2CN3C)c(OC)n1	-21.7%
Cc1[nH]nc2c1C(c1cccc(OCC(C)C)c1)SCC(=O)N2 (stereo not drawn)	7.9%
N#Cc1cccc(NC(=O)CSc2nc3c(cc2C#N)N2CCC3CC2)c1	-3.9%
O=C1CO[C@H]2CN(Cc3ccccn3)C[C@H]2N1Cc1ccccn1	?
CCCCN1CCC2(COC(=O)N2c2ccncc2)C1 (stereo not drawn)	-25.7%[115 µM]
O=C1NC2(CCCN(Cc3ccccn3)C2)Oc2ccccc21 (stereo not drawn)	-30.6%[86.2 µM]
CCOc1cc2c(cc1OCC)-n1cccc1C(c1ccc(OC(F)F)cc1)NC2 (stereo not drawn)	-6.0%
O=C(C1CCCCC1)N1C[C@@H]2C[C@H](C1)c1c(-c3cncnc3)ccc(=O)n1C2	4.1%[86.2 µM]
COc1ccccc1-c1cc([C@H]2CN3CC[C@H]2C[C@@H]3COC(=O)Nc2ccc(C(C)=O)cc2)n(C)n1	24.9%
CCCCCCC(=O)N/N=C/c1c(O)n(C(C)CC)c(=S)[nH]c1=O (stereo not drawn)	?
COC(=O)c1ccccc1OP(=O)(c1cccc([N+](=O)[O-])c1)c1cccc([N+](=O)[O-])c1	-12.8%
CN(C)C(=O)Oc1ccc2c(=O)c(-c3ccccc3)c(C(F)(F)F)oc2c1	-4.4%
C=CCN(C)C(=O)[C@H]1CN2CCC1C[C@@H]2Cn1cc(CNC)nn1 (stereo partly drawn)	74.3%[activator][86.2 µM]
CN(C)c1ccc(C2C3C=CC(C3)C2(C#N)C(=O)O)c(Br)c1 (stereo not drawn)	6.7%
C=CCn1c(O)c(C(C)=NCCCN(C)C)c(=O)[nH]c1=O	15.2%
C/C(=N/O)c1ccc2ccc3ccccc3c2c1	-16.2%
O=C1CC(c2c(F)cccc2Cl)c2c(c3ccccc3oc2=O)O1 (stereo not drawn)	?
CCCC1CCC(NC(C)C)CC1 (stereo not drawn)	1.3%
Cc1cc(C)c2[nH]c(C)c(CCN)c2c1	?

More compounds:
structure	KDM5B inh
CN(C)C(=O)Oc1ccc2c(c1)O/C(=C\c1cccc(Cl)c1)C2=O	?
Cc1ccc(C(C)(C)C)c(OCC(=O)Nc2ccc(Cl)cc2C(=O)c2ccccc2)c1	6.9%
CC[C@H]1CN2CC[C@H]1C[C@@H]2CNC(=O)Nc1cccc(SC)c1	-6.9%[86.2 µM]
O=c1[nH]c(=S)n(-c2ccc(Cl)cc2)c(O)c1/C=N/N1CCOCC1	8.0%
CN(C)c1ccc(C(=O)NC[C@H]2C[C@@H]3CCN2C[C@@H]3CN2CCCCC2)cc1	-7.0%[86.2 µM]
CCOC(=O)c1c(C)n(Cc2ccccc2)c2ccc(O)cc12	?
CCc1c(C)nc(N2CCN(CC)CC2)[nH]c1=O	-0.8%
O=[N+]([O-])c1ccc(N2CCC(O)CC2)c2ccncc12	-6.7%
COCc1cn(C[C@H]2C[C@@H]3CCN2C[C@@H]3C(=O)NCc2ccccc2OC)nn1	-3.6%[86.2 µM]
CC1CN2CCCC2CN1 (stereo not drawn)	?
CC(=O)N1N=C2C3CCN(CC3)C2C1c1ccc(Br)cc1 (stereo not drawn)	31.9%
COC(=O)C(O)(c1ccc(NC(=O)c2cccs2)cc1)C(F)(F)F (stereo not drawn)	1.8%
OCC1CN2CCCCC2CN1 (stereo not drawn)	?
CN1Cc2ccccc2-n2ccnc2C12CCN(C(=O)Cc1ccc(Cl)cc1)CC2	16.6%
Cc1ccccc1-c1ccc2n(c1=O)C[C@H]1C[C@@H]2CN(S(=O)(=O)c2ccccc2C#N)C1	-0.6%
COc1ncc(-c2cc3c(cc2OC)C2(CCN(C(C)=O)CC2)C(=O)N3)cn1	3.3%[86.2 µM]
COc1ccc(NC(C)=O)cc1NC(=O)c1cccn(Cc2ccccc2)c1=O	7.5%
O=C1NC2(Cc3ccccc31)CN(Cc1ccccn1)C2	3.7%[149 µM]
FC(F)(F)CN1C2CCC1CN(c1ccccn1)C2	?
Cc1ccc(C2=CCN(Cc3oc(CO)cc(=O)c3O)CC2)cc1	-28.0%
CCC(CC)c1cc([C@H]2CN3CC[C@H]2C[C@@H]3COC(=O)Nc2ccc(C(C)(C)C)cc2)nc(-c2ccncc2)n1	-4.3%
CN1C2c3ccccc3C3C4c5ccccc5C(C31)C(C2[N+](=O)[O-])N4C (stereo not drawn)	23.3%
C#CCOc1ccc(CCN)cc1	21.7%
O=C(COc1ccccc1)N1C[C@@H]2C[C@H](C1)c1c(-c3ccccc3F)ccc(=O)n1C2	-16.7%[86.2 µM]
c1ccc(CCCN2CCC3(CCNCC3)C2)cc1	-38.1%

The results go on.
structure	KDM5B inh
CCOCCCNC1CC(C)CC(C)(C)C1 (stereo not drawn)	-11.0%
COCCN1CCC(N2CCN(C(=O)Cc3cccc(C)c3)CC2)C1=O (stereo not drawn)	0.1%
CSc1cccc(NC(=O)NC[C@H]2C[C@@H]3CCN2C[C@@H]3CN(C)c2ccccc2)c1	-32.3%[86.2 µM]
Nc1nnc(P(c2ccccc2)c2ccccc2)s1	4.8%
COCc1cn(C[C@H]2C[C@@H]3CCN2C[C@@H]3C(=O)NCc2ccccc2)nn1	19.0%[86.2 µM]
COc1ccccc1C(=O)C1CCCN(Cc2cnc(C)s2)C1 (stereo not drawn)	12.1%
CCC(CC)c1cc([C@H]2CN3CC[C@H]2C[C@@H]3CNC(=O)NCc2ccccc2)nc(-c2ccncc2)n1	-18.9%
NC(=O)C1CCN(C(=O)c2cn(Cc3ccccc3)c3ccccc23)CC1	?
Cn1cc(CN2CCN(C(=O)Cc3ccsc3)CC2)ccc1=O	?
C#CCN1CCN(Cc2ccc(OC)c(OC)c2)CC1	6.6%
CC(C)C(=O)N1CCC2(CC1)NCc1ccccc1-n1ccnc12	-12.1%
Cc1cccc(CN2C(=O)CN=C(c3ccccc3)c3ccccc32)c1	-18.4%
Clc1ccc(COc2cccc(CNC3CN4CCC3CC4)c2)c(Cl)c1 (stereo not drawn)	-23.7%
O=C(O)C1Cc2ccccc2N2CCCC12 (stereo not drawn)	?
O=C(CCc1ccccc1)N1[C@H]2CC[C@@H]1c1cnc(-c3ccc(F)cc3)nc1C2	21.6%
COCC(=O)NC[C@H]1C[C@@H]2CCN1C[C@@H]2c1cc(-c2ccccc2)nc(C)n1	-25.3%[86.2 µM]
CC(=O)c1c(C)[nH]c(C(=O)C(C)N(C)Cc2cccc(F)c2)c1C (stereo not drawn)	-17.6%
COc1cccc(-n2c(/C=C\c3ccc(Cl)cc3)nc3ccccc3c2=O)c1	-14.4%
